UPR CHOP act: activators of apoptotic arm of unfolded protein response (CHOP); CHO-CHOP luciferase reporter, UPR activation, luminescence; percent of tunicamycin response over DMSO baseline; activation, % at 10 µM; actives 0.34% (n = 330,000);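 active means at 10 µM dose, activation of 40% or more, normalized to positive control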;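 further: 100% = tunicamycin at 10 µg/mL and 0% = DMSO alone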
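Assay system: CHO-CHOP cells, stable luciferase reporter of PERK-eIF2a-CHOP signalling / Buffer or medium: F12 plus 10% serum / Compound dosing: one dose, 10 µM in 0.5% DMSO / Times: 6 h compound treatment, 37 °C / Technique: luciferase luminescence / Read-out: % reporter activation, DMSO baseline versus tunicamycin full activation / Benchmarks: tunicamycin and DMSO controls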
APJ antag: blocks the human apelin receptor APJ; P35414; CHO-K1 APJ beta-arrestin complementation, luminescence; inhibition, % at 20 µM; actives 0.32% (n = 330,000); AID 2521;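 active means inhibition above about 40% at 20 µM, limit read from the data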;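 further: cells challenged with 10 nM apelin-13 agonist together with compound; plate controls were apelin-13 plus DMSO wells for no effect and DMSO wells lacking apelin-13 for full effect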
Target sequence (P35414 whole entry, looked up): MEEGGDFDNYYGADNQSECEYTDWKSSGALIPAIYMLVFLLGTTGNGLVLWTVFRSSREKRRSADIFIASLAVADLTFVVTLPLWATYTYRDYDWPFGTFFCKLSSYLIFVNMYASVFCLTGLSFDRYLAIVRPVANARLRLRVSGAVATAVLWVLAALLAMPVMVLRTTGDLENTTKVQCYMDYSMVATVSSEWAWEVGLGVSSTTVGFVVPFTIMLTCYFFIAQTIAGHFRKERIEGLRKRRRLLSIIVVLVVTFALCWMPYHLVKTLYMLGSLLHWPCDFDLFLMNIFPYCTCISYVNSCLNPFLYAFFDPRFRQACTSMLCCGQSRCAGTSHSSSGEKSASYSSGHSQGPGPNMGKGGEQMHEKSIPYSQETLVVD
697 NFkB inh: lowers PMA/ionomycin-induced NF-kB signal in 697 B cells; AID 435022; actives 0.33% (n = 330,000); 697 B-cell NF-kB luciferase reporter, 16 h; inhibition, % at 4 µM; in the data active means inhibition above about 35%
tim23-1 inh: inhibits growth of tim23-1 mutant yeast; actives 1.3% (n = 330,000); AID 463212; inhibition, % at 20 µM; S. cerevisiae tim23-1 growth, BacTiter-Glo luminescence, 24 h;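 active means growth inhibition of the mutant yeast at or above 50%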;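 further: temperature-sensitive mutant grown at 25 °C; plate controls were DMSO-treated mutant yeast for no effect and medium wells lacking yeast for full effect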
APJ agonist: APJ receptor agonism. P35414. CHO-K1 APJ PathHunter beta-arrestin, luminescence; 0% DMSO wells, 100% apelin. activation, % at 20 µM. actives 0.11% (n = 330,000). AID 2520;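 active means activation more than six SD over the plate average, tested at 20 µM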;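 further: 0% = DMSO alone and 100% = apelin-13 at 10 nM; some results filed as inactive read as strong as hits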
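Material: CHO-K1 APJ beta-arrestin complementation cell line; Input: cell density 1000 per well; Incubation: compound stimulation 90 min at 25 °C, detection 60 min; Signal: luminescence from split beta-galactosidase complementation, Galacton Star/Emerald II substrate; Controls: DMSO-only wells as negative, 10 nM Apelin-13 as positive control.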
Mdm2-MdmX inh: human Mdm2/MdmX binding inhibition | inhibition, % at 8 µM | actives 3% (n = 330,000) | SaOS-2 split-luciferase Mdm2/MdmX complementation, luminescence | AID 485346;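 active means inhibition of at least 50% at 8 µM in the primary screen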
UPR XBP1 act: activators of adaptive arm of unfolded protein response (XBP1) | CHO-XBP1 luciferase reporter, IRE1-XBP1 UPR activation, luminescence; percent of tunicamycin response, DMSO as zero | activation, % at 20 µM | actives 0.33% (n = 330,000) | AID 463104;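 active means versus positive control, 20 µM dose yields 30% or more activation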;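 further: 100% = tunicamycin at 10 µg/mL and 0% = DMSO only wells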
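Assay system: CHO-XBP1 luciferase reporter cells; Schedule: 6 h treatment, 37 °C; Detection: glow luminescence from Steady-Glo reagent; Benchmarks: high control tunicamycin 10 µg/mL final, low control DMSO vehicle only.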
Jurkat NFkB inh: lowers PMA/ionomycin-induced NF-kB signal in Jurkat cells; PMA/ionomycin-induced NF-kB luciferase reporter, luminescence; inhibition, % at 4 µM; actives 0.53% (n = 330,000); AID 435003; in the data active means inhibition above about 50%
Active calls of the source: *. An unsorted share of the library; about 5% have a hit in one of these screens.

SMILES	UPR CHOP act	APJ antag	697 NFkB inh	tim23-1 inh	APJ agonist	Mdm2-MdmX inh	UPR XBP1 act	Jurkat NFkB inh
CSc1ccc(/C=C/C(=O)c2ccc(NC(C)=O)cc2)cc1	1.5	2	-2	17	-2	15	-4	3
Cc1cc(C)c2nc(N3CCC(C(=O)NCCN4CCOCC4)CC3)sc2c1	0.8	-8	-3	5	-4	16	-2	-1
CC(=O)Nc1c2c(nn1-c1ccccc1C)CS(=O)(=O)C2	-2.2	4	-4	4	-1	-4	-5	-15
CN(c1ccc(C(=O)N/N=C/c2cccc([N+](=O)[O-])c2)cc1)S(=O)(=O)c1ccccc1	-3.0	16	5	13	3	-9	-2	-10
CCN(CC(=O)NCC(=O)Nc1ccc(Br)cc1C)Cc1ccccc1	1.2	-2	5	8	-6	6	0	-1
Cc1ccc([N+](=O)[O-])cc1S(=O)(=O)NCC1COc2ccccc2O1 (stereo not given)	-0.1	-16	-17	25	3	17	-3	7
CC(Sc1nncn1C)C(=O)NCc1ccc2c(c1)OCO2 (stereo not given)	1.2	-4	29	16	1	-18	-3	1
CC(=O)Nc1ccccc1OCC(=O)NCCC1=CCCCC1	0.0	-28	-45	16	-1	13	4	-1
c1ccc(-n2cnc3cc(NCc4ccco4)ccc32)cc1	5.6	14	-111	54*	-3	-28	7	-38
C=CCN(c1ccccc1OC)S(=O)(=O)c1cccc(C(=O)OCC(=O)c2c[nH]c3ccccc23)c1	2.0	-6	-18	17	2	26	0	11
CC1CCC2(CC1)NC(=O)N(CC(=O)NCc1ccc(F)cc1)C2=O (stereo not given)	1.1	-50	12	-3	-3	21	0	-9
Cc1ccc(-n2[nH]c(C)c(C=NCc3ccncc3)c2=O)cc1	4.7	4	-24	-4	-5	-26	-1	-3
Cc1nn(Cc2ccccc2)c(Cl)c1C(=O)OC(C)C#N (stereo not given)	0.7	-1	-9	-7	-2	4	-1	0
Cc1ccc(S(=O)(=O)CCC(=O)N2CCN(c3ccccc3F)CC2)cc1	3.3	1	1	2	1	12	-2	10
c1ccc(-c2cc(-c3nc(-c4ccccn4)no3)c3ccccc3n2)cc1	-1.1	17	11	19	-1	42	0	15
CC(C)CN1C2CCCC1CC(NC(=O)c1ccc([N+](=O)[O-])cc1)C2 (stereo not given)	-0.9	4	-19	-8	-2	-2	-1	-8
CCOc1ccc(NC(=O)N2CCCC2C(=O)NCC2CCCO2)cc1 (stereo not given)	-0.5	-18	-18	5	0	-5	0	-5
CCOC(=O)c1c(CN2CCN(C)CC2)oc2ccc(OC)cc12	-0.3	-4	13	7	-3	5	-3	9
COc1ccc(NC(=O)CCCOc2ccc(Cl)c(C)c2)cc1S(=O)(=O)N1CCOCC1	-0.3	12	7	-2	2	19	-4	11
CC(C)[C@H](NC(=O)N1CCn2c1nc1ccccc12)C(=O)N[C@@H](C(=O)O)c1ccccc1	-0.1	-22	9	-11	-1	-7	1	14

Whole records, quoted from the list. Screens in order: UPR CHOP act	APJ antag	697 NFkB inh	tim23-1 inh	APJ agonist	Mdm2-MdmX inh	UPR XBP1 act	Jurkat NFkB inh
CCOc1ccc(NC(=O)N2CCCC2C(=O)NCC2CCCO2)cc1 (stereo not given) across the screens: -0.5	-18	-18	5	0	-5	0	-5
c1ccc(-c2cc(-c3nc(-c4ccccn4)no3)c3ccccc3n2)cc1 across the screens: -1.1	17	11	19	-1	42	0	15
CC(C)[C@H](NC(=O)N1CCn2c1nc1ccccc12)C(=O)N[C@@H](C(=O)O)c1ccccc1 across the screens: -0.1	-22	9	-11	-1	-7	1	14
Cc1nn(Cc2ccccc2)c(Cl)c1C(=O)OC(C)C#N (stereo not given) across the screens: 0.7	-1	-9	-7	-2	4	-1	0
CCOC(=O)c1c(CN2CCN(C)CC2)oc2ccc(OC)cc12 across the screens: -0.3	-4	13	7	-3	5	-3	9

(continued)
SMILES	UPR CHOP act	APJ antag	697 NFkB inh	tim23-1 inh	APJ agonist	Mdm2-MdmX inh	UPR XBP1 act	Jurkat NFkB inh
COc1cc(Cl)c(C)cc1NC(=O)CSc1cc(Cl)ccc1Cl	2.0	-5	-49	21	0	-23	-2	-23
CC(=O)NC(c1ccc(Cl)cc1Cl)c1ccc2cccnc2c1O (stereo not given)	-1.2	-14	-23	58*	-1	68*	2	46
O=C1c2ccccc2C(O)(Cc2ccccc2)N1C1CCCCC1 (stereo not given)	-0.6	4	7	11	-3	-19	11	-5
CCOC(=O)C1CCCN(C(=S)Nc2cccc(Cl)c2)C1 (stereo not given)	1.2	-1	-8	23	-2	-6	0	6
O=C(NNC(=O)C12CC3CC(CC(C3)C1)C2)c1ccccn1	9.2	49*	23	-8	-8	54*	-1	72*
Cc1cc(C)n(CC(O)COCc2ccccc2)n1 (stereo not given)	-2.3	11	-13	-6	-3	26	-2	6
COC(=O)CNC(=O)C1Cc2ccccc2CN1S(=O)(=O)c1cccs1 (stereo not given)	-0.9	-12	3	7	-3	12	0	-5
CC(C)(C)n1nnnc1CN1CCSCC1	2.8	-2	16	-1	-1	24	0	1
O=C(c1ccc([N+](=O)[O-])cc1)N(Cc1cccs1)C1CCS(=O)(=O)C1 (stereo not given)	8.6	-21	-8	-2	1	-21	-2	-7
C(=C(c1ccccc1)c1ccccc1)c1ccccn1	2.9	-54	-19	5	-1	-30	1	2
CC(C)CCNC(=O)c1ccc2c(SCC(=O)O)c3c(nc2c1)CCC3	0.8	4	9	12	-1	-12	-1	-5
Cc1cccc(-c2noc(Cc3ccccc3)n2)c1	2.6	6	-105	-1	-3	-2	2	-83
O=C(Nc1ccc(N=Nc2ccccc2)c(NC(=O)C2CCCO2)c1)C1CCCO1 (stereo not given)	-0.5	12	16	47	-3	14	4	-5
c1ccc2[nH]c(CSc3ncnc4c3oc3ccccc34)nc2c1	1.9	21	-48	19	0	32	4	-29
CCCCNC(=O)Cn1nc(-c2ccc(C)cc2)ccc1=O	0.0	-5	0	-8	-3	19	-6	16
COc1ccc(C(C(=O)NC(C)(C)C)N(Cc2cccs2)C(=O)CCC(=O)Nc2cc(C)on2)cc1 (stereo not given)	-1.8	5	-5	20	1	-17	-2	11
Cc1c(CBr)[n+](=O)c2c(n1[O-])C(Br)CCC2Br (stereo not given)	0.5	-1	11	-3	-6	14	-2	0
Cc1cc(-c2nnc(SCC(=O)Nc3cccc(F)c3)n2N)n[nH]1	-0.5	13	2	-7	-1	-1	-3	8
CN(C)c1nc(-c2ccccn2)nnc1-c1ccccc1	1.0	3	-20	2	0	76*	-1	-2
COc1cc(OC)cc(C(=O)N2CCN(C(=O)c3cccnc3)CC2)c1	2.2	12	5	13	-3	5	-4	10
CC(C)N(C(=O)NC(=O)Nc1ccc(S(=O)(=O)N2CCCC2)cc1)S(C)(=O)=O	-0.2	-7	13	0	-1	12	-2	-7
C=CCN(c1ccc(C(=O)NC(C)C)cc1)S(C)(=O)=O	-0.9	1	9	-4	-3	-2	1	7
CC(C)C(=O)Nc1cccc(-c2nc3ncccc3o2)c1	9.5	17	5	25	-1	20	-3	-4
C=CCCC(=O)Nc1nc(C)c(-c2csc(Nc3cccc(OC)c3)n2)s1	3.6	-26	8	19	-6	26	0	-5
Cn1c(=O)c2c(nc(CN3CCOCC3)n2CCc2ccccc2)n(C)c1=O	1.0	7	-9	14	3	4	1	5
COc1ccc(-c2c(C#Cc3ccc(N(C)C)cc3)c3ccccc3n2C)cc1	2.8	6	-85	14	-3	52*	4	-1
O=c1c2ccccc2nnn1CSc1nnnn1-c1ccccc1	8.4	18	-32	19	0	3	-3	-27
CC(=O)c1sc(-c2ccc(F)cc2)cc1NS(=O)(=O)c1ccc(C)cc1	-1.2	18	2	-7	-5	34	-5	9
CC(=O)Nc1ccc(S(=O)(=O)N2CCC(C(=O)c3ccc(Cl)cc3)CC2)cc1	1.6	-2	-7	30	3	-14	1	9
CCOC(=O)C1=C(C)N(C)C(=O)NC1c1cccc2ccccc12 (stereo not given)	5.9	-21	-21	19	-2	22	-3	-7
CCCCN1C2CCCC1CC(NC(=O)c1ccc(OC)c(OC)c1)C2 (stereo not given)	-1.2	9	21	18	2	-4	-2	-7
CCOc1ccc(NC(=O)C(Cc2ccccc2)NC(=O)C2CCCCC2)cc1 (stereo not given)	5.6	10	8	7	0	0	2	12
CCOC(=O)c1sc2cccc(F)c2c1N	1.4	-9	-11	23	2	-16	-1	-6
COc1ccccc1CNC(=O)C1CCC(CNc2c(N3CCCCC3)c(=O)c2=O)CC1 (stereo not given)	-3.3	-2	-6	22	-2	11	-2	-5
Cc1c(C(=O)N2CCN(c3ccccn3)CC2)sc2ncnc(N3CCOCC3)c12	-0.1	-4	7	-3	-4	8	2	-10
CCC1(O)CC(c2ccccc2)=NN1C(=O)c1ccccc1F (stereo not given)	0.1	3	3	8	-5	-14	-1	3
CC(C)(C)c1ccc(C(=O)NCC(=O)OCC(=O)N2CCN(S(=O)(=O)c3ccc(Cl)cc3)CC2)cc1	1.0	-48	-22	-1	5	-6	-2	-11
CC(C)c1cccc(C(C)C)c1NC(=O)CN(C)C1CCS(=O)(=O)C1 (stereo not given)	-0.7	2	9	3	-4	35	-3	4
CC(C)OC(=O)c1cc(NC(=O)C2C3CCC(O3)C2C(=O)O)cc(C(=O)OC(C)C)c1 (stereo not given)	-2.0	-5	33	20	0	16	4	2
CC(C)NC(=O)c1ccc(CN2CCc3ccccc3C2)cc1	1.4	15	9	-3	-2	13	-1	11
COc1cccc(Cn2cc(C)cc(NC(=O)NCc3ccccc3)c2=O)c1	2.4	-32	9	2	-1	19	-3	8
Nc1ccc(C(=O)OCc2csc(-c3ccccc3)n2)cc1[N+](=O)[O-]	2.8	5	-11	-23	-1	12	3	-9
Fc1ccc(OCCCCCCN2CCCC2)cc1	0.6	7	-17	-3	-4	20	-1	1
CCOC(=O)C1CCCN(S(=O)(=O)c2c(C)noc2C)C1 (stereo not given)	1.0	7	22	19	1	-5	-6	5
CCC(Sc1nc2ccccc2o1)C(=O)Nc1nnc(C)s1 (stereo not given)	1.4	5	29	-25	-3	10	-2	4
CC(C)(CC(=O)O)Cc1nc(-c2ccc(Cl)cc2)no1	5.3	20	-2	18	-3	3	5	0
CC(=O)NC(CC(=O)NC1CCCCCC1)c1ccccc1 (stereo not given)	-3.0	-9	7	4	-2	-18	-4	-9
COc1ccc(CNC(=O)c2ccc(NC(=O)CC3SC(N4CCCCC4)=NC3=O)cc2)cc1 (stereo not given)	-1.9	3	-8	-9	1	-19	-4	5
Cc1ccc(OCc2nnc(SCC(=O)c3cccc([N+](=O)[O-])c3)n2C)cc1	2.6	7	8	7	-2	17	-2	11
O=C(CCc1nc(-c2ccccc2)no1)NC1CCCCCC1	1.7	-10	9	32	-5	29	-3	6

Next section
SMILES	UPR CHOP act	APJ antag	697 NFkB inh	tim23-1 inh	APJ agonist	Mdm2-MdmX inh	UPR XBP1 act	Jurkat NFkB inh
CC(C)(C)OC(=O)N1CCC(C(=O)NNC(=O)c2ccc(Cl)cc2Cl)CC1	-0.6	0	-7	29	14	-27	-2	5
CCN(CC)C(=O)Cn1c(=O)oc2ccccc21	0.8	8	-3	-3	0	-24	-1	5
COc1ccc(OC)c(NC(=O)CSc2ccccc2)c1	1.2	-16	-18	15	-4	9	0	-21
CCC(C)N(C)Cc1cccc(C2(O)CCN(S(=O)(=O)c3ccc(F)c(C)c3)CC2)c1 (stereo not given)	5.0	-26	-20	14	0	4	0	8
